Source: PubChem BioAssay (National Center for Advancing Translational Sciences (NCATS))
TGFb inhibitor: qHTS for Inhibitors of TGF-b; HepG2 CAGA-GFP TGF-b/SMAD3 reporter, GFP fluorescence, 18 h; TGF-beta stimulated, 500 pg/mL final; Potency, µM (highest dose often 46.1 µM), for the others: at the highest dose activity, negative = inhibition, usual class: inhibitors; 410,000 compounds, 1.2% hits; note: potency is the fitted concentration of half-maximal effect; % is set by controls: 0 for no effect and ±100 for the full control effect; nearly all actives have a fitted effect of over 65% in size
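First, reporter cells (HEPG2 CAGA-GFP) rested 2 h at 37 degrees C. Next, compounds were pinned in and TGF-beta added to 500 pg/mL final. After 18 h, GFP was imaged per cell and summed per well.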
CCT modulator: High-Throughput Screening for Modulators of Cytosolic Chaperonin Activity; AID 651819, 2012; 360,000 compounds, 0.3% hits; activity change, % (concentration not given with the values), hits read low; purified chaperonin ATPase assay, HTRF ADP detection, 30 min; in the data active = activity change below about -30%; note: % is set by controls: 0 for no effect and ±100 for the full control effect
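TRiC (40 or 20 nM final, by batch activity) in 30 mM Tris pH 7.4, 100 mM KCl, 5 mM MgCl2, 1 mM DTT was treated with compound at 76 uM single dose, then 10 uM ATP, 30 min at 37 °C. ADP was read by HTRF Transcreener.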
MmCpn inh: Inhibitors of TCP-1 ring complex (TRiC) of Methanococcus maripaludis (MmCpn): qHTS; purified Mm-Cpn ATPase, ADP Transcreener TR-FRET; Potency, µM (top dose mostly 76.9 µM), inactives show top-dose activity, negative = inhibition, most hits filed as inhibitors; 330,000 compounds, 0.031% hits; note: potency is the fitted concentration of half-maximal effect; % is set by controls: 0 for no effect and ±100 for the full control effect; nearly all actives have a fitted effect of over 80% in size
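Reaction buffer contained 30 mM Tris pH 7.4, 100 mM KCl, 5 mM MgCl2 and 1 mM DTT. Mm-CPN (25 nM final) hydrolysed 10 uM ATP over 30 min at 37°C; ADP was read by HTRF.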
Nrf2 inh: Nrf2 qHTS screen for inhibitors; A549 ARE-Fluc reporter, luciferase luminescence, 18-24 h; Potency, µM (highest dose often 46 µM), inactives show at the top dose activity change, negative = inhibition, hits mostly inhibitors; 360,000 compounds, 2.1% hits; AID 504444, 2011; note: potency is the fitted concentration of half-maximal effect; % is set by controls: 0 for no effect and ±100 for the full control effect; nearly all actives have a fitted effect of over 60% in size
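Cells were seeded and rested 2 h, then exposed to compounds for 18-24 h. CellTiter-Fluor was read first as a viability measure. BugLite was added 15 min before the final luminescent read of ARE-luciferase activity in A549 cells.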
HepG2 viability: qHTS for Inhibitors of TGF-b: Cytotox Counterscreen; HepG2 CAGA-GFP viability, ATP luminescence, 18 h; Potency, µM (titrated, usually from 46.1 µM), for the others: at the highest dose activity change, negative = cytotoxicity, usual class: cytotoxic; 410,000 compounds, 0.76% hits; AID 588856, 2011; note: potency is the fitted concentration of half-maximal effect; some results filed as inactive show a strong effect at the top dose
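HepG2 CAGA-GFP cells (1000/well, DMEM with 1% FBS) received compound, then TGF-beta at 500 pg/mL final, and were incubated 18 hours at 37 degrees C. Viability was read by CellTiter-Glo luminescence. Media-only wells were set as complete cell-killing and DMSO as no toxicity.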
Akt phos inh: HTS Assay for Inhibitors of Akt Phophorylation: Primary Screen. activity change, % for hits at 50 µM. 360,000 compounds, 0.32% hits. Neuro2A IGF-stimulated pAkt S473 HTRF, 20 min; stronger effect = lower value; in the data active = activity change below about -80%; inconclusive = mostly about -51% to -80%; note: % is set by controls: 0 for no effect and ±100 for the full control effect
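Single-point screen (50 µM final compound) in Neuro2A cells stimulated 20 min with 6 nM IGF at 37 deg C. After lysis, Ser473-phosphorylated Akt read by HTRF (ex 330 nm, em 615/665 nm) as the 665/615 ratio.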
Nrf2 activator: qHTS of Nrf2 Activators. AREc32 ARE-luciferase reporter (MCF7-derived line), luminescence, 24 h. Potency, µM (top dose mostly 46.1 µM), without a hit: at the highest dose activation, usual class: activators. 410,000 compounds, 0.31% hits; note: potency is the fitted concentration of half-maximal effect; % of control where 0% means no effect; nearly all actives have a fitted effect of over 65% in size
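Cells of the AREc32 ARE-luciferase line are plated in OPTI-MEM containing 5% FBS and left overnight at 37 deg C. Compounds are pinned in, incubation continues 24 hr, and firefly luciferase signal is then measured.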
Abeta yeast res: qHTS for compounds that reverse cellular toxicity of Amyloid beta (A-beta) peptide in yeast: Primary Screen | yeast expressing A-beta42, growth rescue, OD600, 48 h; response scale: 0% DMSO, 100% iron-clioquinol control | Potency, µM (doses to about 46.1 µM), inactives show at the highest dose growth rescue, hits mostly activators | 410,000 compounds, 0.063% hits | AID 1347071, 2019; note: potency is the fitted concentration of half-maximal effect; nearly all actives have a fitted effect of over 55% in size
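Yeast A-beta toxicity model in growth medium with pinned compounds, 48 h at 30 C; growth read as absorbance at 600 nm. Normalized to FeCl3/clioquinol equimolar mix (positive) and DMSO (negative).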
A549 viability: Nrf2 qHTS screen for inhibitors: counterscreen for cytotoxicity | A549 ARE-Fluc cells, CellTiter-Fluor viability, 18-24 h | Potency, µM (titrated, usually from 46 µM), for inactives: top-dose activity change, negative = cytotoxicity, most hits filed as inhibitors | 390,000 compounds, 0.16% hits; note: potency is the fitted concentration of half-maximal effect; % is set by controls: 0 for no effect and ±100 for the full control effect
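Cytotoxicity counterscreen: CellTiter-Fluor fluorescence was measured in A549 ARE_Fluc cells after 18-24 h of compound exposure in a concentration series. The subsequent BugLite luminescent read reports ARE-luciferase activity.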
Active calls of the source: *; i = inactive; ? = inconclusive; . = no result given; & = joins results of further samples; [ ] = dose if it differs, or a comment. Unless noted, calls come from the whole dose curve; as a rule, active = well fitted curve in the direction sought with a large enough effect; inconclusive = small, poorly fitted or top-dose-only effect, or another doubt; inactive = no such curve, though single readings can be large; an effect the other way counts as inactive or inconclusive. Hits appear at their usual frequency, and some 4.3% of all compounds hit somewhere here.

SMILES	TGFb inhibitor	CCT modulator	MmCpn inh	Nrf2 inh	HepG2 viability	Akt phos inh	Nrf2 activator	Abeta yeast res	A549 viability
CC1(C(=O)Nc2ccccc2)Cc2c(-c3cccc(C(N)=O)c3)ccnc2O1 (stereo unspecified)	12.9%	1.6	.	.	-21.6%	i	9.9%	-20.3%	.
CCOC(=O)c1cnc(SC)nc1N1CCCC1	1.5%	0.6	-0.3%	-6.3%	-7.0%	i	6.5%	2.2%	13.5%
COc1ccccc1N1CCN(C(=O)Nc2ccc([N+](=O)[O-])cc2)CC1	5.1%	-7.7	2.3%	4.9%	2.2%	i	-0.8%	7.0%	-4.6%
O=C(NC(C(=O)N/N=C/c1cccc2ccccc12)c1n[nH]c(=O)c2ccccc12)c1ccccc1 (stereo unspecified)	?	-3.6	0.1%	?	-0.2%	i	11.2%	-2.6%	?
COc1cccc(N2C(C(C)=O)=NN(c3ccccc3)C2c2ccc(N3CCOCC3)cc2)c1 (stereo unspecified)	7.2%	-1.6	-1.9%	27.0%	-26.0%	i	3.5%	-5.7%	3.5%
COc1cc(/C=N/NC(=O)c2ccncc2)ccc1Oc1ccc([N+](=O)[O-])cn1	2.3%	-0.3	3.6%	-0.9%	0.8%	i	0.0%	-8.4%	-6.7%
CC(C(=O)Nc1ccc2c(c1)OCCO2)N1CCN(C(=O)c2ccco2)CC1 (stereo unspecified)	9.3%	-1.2	1.0%	.	5.9%	i	-0.8%	-3.7%	12.6%
Cc1cccc(CCNC(=O)C2CCCN(c3cnccn3)C2)c1 (stereo unspecified)	12.7%	1.6	0.7%	-15.6%	4.4%	i	0.0%	10.9%	-0.9%
COC(=O)c1ccc(NC(=S)NC2CCCCC2C)cc1 (stereo unspecified)	?	0.2	-3.6%	1.3%	-35.1%	i	0.3%	8.0%	1.4%
Cc1ccc(C(=O)N/N=C/c2c[nH]c3ccccc23)o1	4.2%	0.7	-0.8%	?	5.8%	i	29.5%	-5.7%	1.9%
Cc1ccccc1S(=O)(=O)Nc1nc2ccccc2nc1N1CCOCC1	?	-3.0	?	.	0.9%	i	-0.3%	-9.5%	-10.0%
C=C(C)C1CC=C(C)/C(=N/NC(=O)CNc2ccc(OCC)cc2)C1 (stereo unspecified)	3.5%	-1.2	-1.4%	-10.0%	3.6%	i	-0.3%	12.0%	12.5%
O=C(Nc1cccnc1)c1ccc2c(c1)OCO2	-1.1%	-0.4	-1.1%	11.2%	-18.1%	i	2.6%	3.0%	-9.2%
CCC1(c2ccc(F)cc2)NC(=O)N(CC(=O)N2CCN(C(=O)c3ccco3)CC2)C1=O (stereo unspecified)	7.9%	1.8	-0.8%	-2.0%	0.3%	i	0.2%	5.1%	-2.3%
O=C(OCc1nc2scc(-c3ccccc3)c2c(=O)[nH]1)c1cc([N+](=O)[O-])ccc1Cl	-4.6%	-0.4	2.2%	-13.9%	-13.5%	i	0.0%	3.2%	-4.8%
CN1OC[C@@H]2CN(C(=O)CCc3ccccc3)[C@H](c3cccc(-c4ccccc4)c3)C[C@@H]21	-16.9%	1.3	.	9.0%	-15.7%	i	6.5%	1.2%	11.5%
Cn1c(/C=C/c2ccc(Cl)cc2Cl)c([N+](=O)[O-])c(=O)n(C)c1=O	-2.3%	-2.1	-1.5%	25.9µM*	-13.6%	i	?	-12.6%	?
Cn1c(=O)c(=O)n(C)c2cc(S(=O)(=O)CCC(=O)Nc3cccc(C(F)(F)F)c3)ccc21	-3.5%	-2.1	-1.7%	4.6%&7.0%	4.4%&-17.2%	i	0.0%&0.0%	9.7%&-0.9%	-5.5%&-7.4%
CCC(CC)C(=O)Nc1nnc(S(=O)(=O)N2CCCC2)s1	1.6%	-2.7	0.9%	1.0%	-2.0%	i	0.2%	5.1%	1.9%
COC(=O)N1CCCCC1c1cc(C(=O)NCc2ccc(Cl)c(Cl)c2)no1 (stereo unspecified)	-5.7%	0.2	.	.	-15.5%	i	3.2%	8.3%	.
COc1ccc2c(CCNC(=O)c3ccco3)c[nH]c2c1	-9.3%	1.8	-0.3%	21.4%	1.9%	i	7.2%	6.7%	10.2%
O=C(c1cc(-c2cccc(O)c2)on1)N1CCCC1	-0.8%	0.4	2.8%	0.1%	-11.9%	i	0.3%	-11.7%	4.8%
CN(C)c1ccc([N+](=O)[O-])cc1C(=O)O	-14.1%	0.9	-0.2%	24.5%	0.7%	i	-0.1%	-10.8%	?
Cc1ccc(NCc2nnc(SCCN3CCCCC3)n2CC2CCCO2)cc1Cl (stereo unspecified)	-8.3%	0.9	0.3%	2.8%	-30.6%	i	-0.3%	11.0%	-14.6%
CC(=O)N(C)c1ccc(NC(=O)C(F)(F)F)cc1	-6.5%	0.4	0.4%	0.4%	-9.0%	i	0.3%	1.7%	0.0%
Clc1ccc(COc2ccccn2)cc1Cl	15.3%	-1.2	0.1%	.	2.2%	-122.6%*	-0.4%	6.2%	-0.9%
Cc1ccc(F)cc1CNC(=O)C1CCC(=O)N(C2CC2)C1 (stereo unspecified)	0.0%	-1.0	-0.4%	14.5%	-45.0%	i	0.3%	-4.6%	0.5%
COc1cc(C(=O)Nc2cc(S(=O)(=O)N3CCOCC3)ccc2N2CCN(C)CC2)cc(OC)c1OC	0.7%	1.2	.	-11.2%	-9.1%	i	2.6%	-7.1%	25.9%
Cc1cc(C)nc(-n2nc(C)cc2Nc2ccccc2)n1	-16.6%	-1.9	1.5%	.	-12.8%	i	3.7%	-14.0%	-3.9%
Cc1ccccc1-c1nnc(SCCOc2ccc3c(C)cc(=O)oc3c2)o1	9.7%	1.0	1.1%	0.1%	5.2%	i	0.1%	3.7%	7.1%
O=C(O)c1sccc1Oc1ccc(NS(=O)(=O)c2ccccc2)cc1	7.8%	-0.3	2.7%	7.6%	2.7%	i	0.1%	3.7%	10.4%
CCCCCC(=O)N1C[C@@H](O)[C@H](n2cc(COC(=O)c3ccccc3)nn2)C[C@@H]1c1ccc(C)cc1	-2.0%	-0.4	.	.	-22.6%	i	-0.7%	7.4%	.
CCCOC(=O)c1ccc(NC(=O)C2CCCO2)cc1 (stereo unspecified)	0.2%	0.4	-1.0%	25.5%	-18.5%	-118.9%*	0.4%	?	-9.3%
O=C(Nc1cccc(Cl)c1Cl)c1cc(S(=O)(=O)NCCc2ccccc2)ccc1F	?	-2.1	-0.3%	-16.9%	-69.1%&-65.7%	i	11.7%&5.1%	-17.4%&18.8%	2.3%&-0.3%
CCOC(=O)c1ccc(-n2[nH]c(-c3ccccc3)cc2=O)cc1	?	1.6	-0.9%	?	10µM*	i	8.7%	-30.7%[inhibitor]	?
O=C(COC(=O)Cn1cnc2ccccc21)Nc1cccc(S(=O)(=O)N2CCOCC2)c1	1.8%	0.8	-1.4%	?	-3.8%	i	0.2%	-3.1%	?
O=C(Oc1ccccc1)N1CCN(c2ccc(F)cc2)CC1	-15.3%	-2.9	1.2%	?	-19.5%	i	0.0%	0.6%	-1.3%
COc1ccc(-c2cc(NC=O)c3ncc(-c4cccc(C(C)=O)c4)n3c2)cc1	?	-1.0	.	.	-0.9%	i	8.1%	2.6%	.
CCOC(=O)N1CCN(C(=O)c2c(-c3c(Cl)cccc3Cl)noc2C)CC1	1.8%	-1.8	-0.6%	6.4%	0.6%	i	-0.4%	7.1%	-0.4%
CC(=O)c1ccc(-c2cccs2)s1	10µM*	-2.3	-9.4%	6.1%	-36.7%	i	11.0%	-8.8%	2.8%
CC(CCC(=O)O)C1CCC2C3CCC4C[C@H](O)CCC4(C)C3CC(=O)C12C (stereo partly specified)	18.7%	-2.8	-0.9%	-3.9%	6.2%	i	0.4%	-13.7%	6.2%
CC(C)CSc1nc2ccccc2[nH]1	-2.0%	-0.9	1.0%	3.1%	-15.1%	i	6.6%	11.3%	4.2%
Cc1cc(N(C)C)ccc1[N+](=O)[O-]	-0.8%	0.6	-2.0%	-0.8%	2.0%	i	-0.3%	-0.3%	-2.2%
COc1ccc(NC(=O)C2CCN(S(=O)(=O)c3ccc4c(c3)NC(=O)C(C)S4)CC2)cc1 (stereo unspecified)	?	0.9	1.2%	23.1µM*	-10.7%	i	1.3%	-13.0%	-3.1%
S=C(NCCCc1ccccc1)Nc1ccccc1Cl	?	-2.0	-23.9%	-10.1%	-44.6%	i	-0.3%	-81.7%[inhibitor]	9.5%
CCOc1ccc(-n2c(SCc3nc(-c4ccc(C)cc4)no3)nnc2-c2ccncc2)cc1	?	-2.8	0.9%	?	-10.8%	i	3.1%	18.8%	-1.0%
COc1ccc(OC)c(NC(=O)COc2ccc(S(=O)(=O)NC(C)C)cc2)c1	3.9%	-0.9	0.8%	?	-15.1%	i	0.2%	-1.3%	-3.1%
O=C1CC(=O)N2N=C(c3ccc([N+](=O)[O-])cc3)SC2=N1	-7.9%	-2.4	-2.5%	8.5%	-3.8%	i	0.6%	-11.1%	3.2%

Reprinted at random: 2 compounds from above, in no set order.
SMILES	TGFb inhibitor	CCT modulator	MmCpn inh	Nrf2 inh	HepG2 viability	Akt phos inh	Nrf2 activator	Abeta yeast res	A549 viability
COc1ccc(OC)c(NC(=O)COc2ccc(S(=O)(=O)NC(C)C)cc2)c1	3.9%	-0.9	0.8%	?	-15.1%	i	0.2%	-1.3%	-3.1%
CCOc1ccc(-n2c(SCc3nc(-c4ccc(C)cc4)no3)nnc2-c2ccncc2)cc1	?	-2.8	0.9%	?	-10.8%	i	3.1%	18.8%	-1.0%
